HIV RNase H inh: blocks HIV-1 RNase H cleavage of RNA/DNA duplex | P04585 | RT-RNase H RNA/DNA duplex cleavage, fluorescence | inhibition, % at 10 µM | hit rate 1.9% among 65,000 | AID 565; in the data active = inhibition above about 50%
RmlCD inh mix: RmlC/RmlD inhibition, mixture screen; hit rate 0.39% among 110,000; RmlC/RmlD coupled enzyme inhibition, 384-well mixture HTS; inhibition, % at 5.5 µM; AID 1532; in the data active = inhibition above about 30%, passing the limit was not always enough; inconclusive = no clear call, values can overlap the other calls; also: strong numbers were not always called active
* hit, by the source's call; ? = inconclusive; · = not tested or not shown; & = joins results of further samples. The list is partial. The share of hits here may be higher or lower than overall.

SMILES	HIV RNase H inh	RmlCD inh mix
CCn1c(CN2CCCCCC2=O)nnc1SCc1cnc(-c2ccccc2)s1	-1.9	5.5
COCCSc1ccccc1C(=O)N1CCN(Cc2ccc3c(c2)OCO3)CC1	-3.2	5.1
Cc1ccccc1C(=O)NC1CCN(C(=O)N(c2ccccc2)c2ccccc2)CC1	·	2.1
COC(=O)c1ccccc1-n1c(C)nc2ccccc2c1=O	0.4	-66.1
CCN1c2ccccc2-c2nc3ccccc3n2C1c1ccccn1 (centres undefined)	-16.7	-22.7
CC(C)(C)NC(=O)CN1CCC(O)(c2ccc3c(c2)OCO3)CC1	·	7.6
CS(=O)(=O)c1cnc(-c2ccccc2)nc1Oc1ccc(F)cc1	·	10.5
CN1CCN(C(=O)c2ccc3c(c2)N(Cc2cccc(Cl)c2)C(=O)c2ccccc2S3=O)CC1 (centres undefined)	-11.1	-9.8
O=C(NCC1CCCO1)c1cc(-c2ccco2)nc2ccccc12 (centres undefined)	10.5	53.4*
COc1cccc2c(=O)n(CC(=O)NC3CCCC3)ccc12	-8.6	-4.5
COc1cc(C2C(C(=O)c3ccco3)=C(O)C(=O)N2CCc2ccccc2)ccc1O (centres undefined)	1.8	-10.1
CCC(N1CCOC1=O)S(=O)(=O)c1ccc(C)cc1 (centres undefined)	·	-10.8
COc1ccc(Oc2ncc(CN3CCN(c4ccccc4)CC3)s2)cc1	·	-10.8
O=C(Nc1nc2c(c(=O)[nH]1)CCCC2)C1CC1	·	-43.7
CC(=O)c1cc2c(cc1N)OCO2	-12.2	11.9
O=C(CN1C(=O)NC2(CCCCC2)C1=O)Nc1ccccc1Cl	-3.0	-7.7
Cc1cc(N2C3CCC2CC(O)(c2ccc(F)cc2)C3)nc(-c2ccccc2)n1 (centres undefined)	1.5	3.8
N=c1n(CCN2CCOCC2)c2ccccc2n1Cc1ccccc1Br	-7.9	-10.8
Cc1ccc2nc(-c3cccc(NC(=O)c4ccco4)c3)[nH]c2c1	15.1	7.6
CCOC(=O)C1C2C=CC3(CN(CCc4ccccc4)C(=O)C13)O2 (centres undefined)	-0.6	-15.3
O=C1c2ccccc2C(=O)N1CCCSc1nc2ccccc2o1	-70.1	9.3
CC(=O)OCC[N+](C)(C)C	-3.0	4.4&-10.5
COCc1cc(C)nc(N)c1C#N	-10.3	10.2
Cc1cc(C(=O)OCC(=O)NC2CCCCC2)c(C)o1	·	-15.9
Cc1cccc(OCCCN2CCCCCC2)c1	7.0	-15.7
COCCCNC(=O)CN(c1cc(OC)ccc1OC)S(=O)(=O)c1ccccc1	1.5	-2.2
O=c1c2ccccc2nc(/C=C/c2cccc([N+](=O)[O-])c2)n1CCCO	·	9.8
OC(CN1CCN(c2cccc(C(F)(F)F)c2)CC1)c1c[nH]c2ccccc12 (centres undefined)	11.6	12.4
CCN1C(=O)CC(N2CCC(Nc3ccc(F)cc3)CC2)C1=O (centres undefined)	7.1	8.5
COc1ccccc1-c1cc(C(F)(F)F)nc(N2CCCC2)n1	-21.2	-5.7

Exported with two lines to a compound: entries from further up
Results follow in this order: HIV RNase H inh	RmlCD inh mix
- N=c1n(CCN2CCOCC2)c2ccccc2n1Cc1ccccc1Br
  -7.9	-10.8
- CC(=O)c1cc2c(cc1N)OCO2
  -12.2	11.9
- CC(C)(C)NC(=O)CN1CCC(O)(c2ccc3c(c2)OCO3)CC1
  ·	7.6
- CC(=O)OCC[N+](C)(C)C
  -3.0	4.4&-10.5
- COc1cc(C2C(C(=O)c3ccco3)=C(O)C(=O)N2CCc2ccccc2)ccc1O (centres undefined)
  1.8	-10.1
- COc1ccc(Oc2ncc(CN3CCN(c4ccccc4)CC3)s2)cc1
  ·	-10.8

The results go on:
SMILES	HIV RNase H inh	RmlCD inh mix
COc1ccccc1-n1c(CNc2c(C)cccc2C)nnc1SCC(=O)N1CCOCC1	0.4	-16.8
Cc1ccc2cc(CN(Cc3ccco3)C(=O)C3CCCCC3)c(=O)[nH]c2c1C	-5.1	-5.7
O=c1c(-c2nnc(SCc3ccc(Cl)c(Cl)c3)o2)cccn1Cc1ccccc1	·	?
COC(=O)Oc1ccc(/C=N/NC(=O)CN(c2ccccc2Cl)S(C)(=O)=O)cc1OC	·	-5.9
Nc1c(-c2ccc(F)cc2)cnn1C1CCS(=O)(=O)C1 (centres undefined)	·	-9.5
CCC1(C)Cc2c(sc3c2c(=O)n(C)c2nnc(SCc4ccc5c(c4)OCO5)n32)CO1 (centres undefined)	58.0*	6.3
CCNc1nc(C)cc(COC)c1C#N	-13.8	64.8
COc1ccc(N2C(=O)CC(=O)NC2=O)cc1	-6.2	-8.5
CCOC(=O)c1sc(NC(=O)CSc2nnc(Cc3ccccc3)o2)c(C#N)c1C	90.4*	·
Cc1ccc(C(=O)N/C(=C\c2ccco2)C(=O)NCC2CCCO2)cc1C (centres undefined)	·	6.4
O=C(O)c1cc(-c2ccco2)[nH]n1	0.1	-18.1
CCC(c1nnnn1C(C)(C)CC)N(CCCN1CCOCC1)Cc1cc2cccc(C)c2[nH]c1=O (centres undefined)	·	-4.2
COc1ccc(NC(=O)C2CCCN(S(=O)(=O)c3cccnc3)C2)c(OC)c1 (centres undefined)	0.8	?
CS(=O)(=O)N(CC(=O)N1CCN(c2ccccc2)CC1)Cc1ccc(Cl)cc1	·	3.2
COc1ccc(/C=C2/C(=O)N(CC3CCCO3)C(=S)N2C)c(OC)c1 (centres undefined)	·	-0.9
CCOC(=O)CSc1nc(N)c(C#N)c(-c2cccs2)c1C#N	-26.0	-10.6
CCOC(=O)C(Cc1cc(C(C)=O)ccc1OCC)C(=O)OCC	-29.0	-9.0
O=c1c2ccccc2nc(-c2cccc(Cl)c2)n1O	1.7	-59.9
CCOC(=O)C1CCN(C(=O)/C=C/c2ccc(OC)cc2)CC1	·	-10.5
COc1cc(C2CC(=O)Oc3c(C(CCN4CCOCC4)c4ccc(N(C)C)cc4)c(OC)cc(OC)c32)cc(OC)c1OC (centres undefined)	·	-9.6
CCN(CC)CC(=O)Nc1ccc(Cl)cc1C(=O)c1ccccc1	·	4.4
Cc1occc1C(=O)NCc1cccc(CNC(=O)c2ccoc2C)c1	27.9	-15.6
Cn1c(C(=O)OCC(=O)NCCc2ccccc2)cc2sccc21	5.7	2.4
COc1ccc(C(=O)N(CCCO)Cc2cc3c(C)ccc(C)c3[nH]c2=O)cc1OC	1.4	-7.6
COc1ccc(OC)c(CCNC(=O)C2CCN(c3nnc(-n4cccc4)s3)CC2)c1	-6.2	-4.6
Nc1ncnc2nc(Sc3ccc(Cl)cc3)[nH]c12	2.7	23.6
COc1ccccc1-n1cnnc1SCC(=O)N1CC(=O)Nc2ccccc21	·	-4.0
Cc1cc2ccccc2n1CCNC(=O)c1ccc(S(=O)(=O)N2CCCCC2)cc1	·	7.9
COc1cc(C)c(C(=O)Oc2cc(C)c(C(=O)O)c(O)c2C)c(OC)c1C	·	4.2
Cc1ccc(C(=O)CSc2nc(C)cc(SCc3nnc(-c4ccccc4)o3)n2)cc1	1.4	-3.7
CC(C)(C#N)N([O-])C=C[N+](=O)C(C)(C)C#N	-5.1	-6.5
CCC(C)(C)NC(=O)Cc1ccc(C)cc1	·	-15.4
Cc1sc2nc3ccc(N4CCCC4)nn3c(=O)c2c1C	-12.4	·
CCO[C@H]1OC(C(=O)O)=C[C@@H](C2CC2)[C@@H]1CCCO	·	-8.6
Nc1cccc(S(=O)(=O)NC2=NCCC2)c1	·	11.6
COC(=O)c1c(NC(=O)CN2CCC(C)CC2)c2c(C)cccc2n1C	6.5	4.1
Cc1ccc(NC(=S)NC(NC(=O)C(C)(C)C)C(Cl)(Cl)Cl)c(C)c1 (centres undefined)	·	-9.8
CCOc1ccc(NC(=O)c2ccccc2NS(C)(=O)=O)cc1	·	-49.6
CC1=CCC2C(=O)N(C(C)c3ccccc3)C(=O)C2C1 (centres undefined)	·	3.8
CCc1ccc(NC(=O)CNS(=O)(=O)c2c(C)noc2C)cc1	2.2	0.2
CN1/C(=C\C(=O)COC(=O)CN2C(=O)C3CC=CCC3C2=O)C(C)(C)c2ccccc21 (centres undefined)	-3.1	-4.7
CC(C)CCNC(=O)C1CC(c2cccc([N+](=O)[O-])c2)=NO1 (centres undefined)	·	-4.2
Nc1ccc([As](=O)(O)O)cc1	-4.8	3.2
O=C(CCCSc1nc2ccccc2[nH]1)N1CCN(c2ccc([N+](=O)[O-])cc2)CC1	·	-47.8
CCN(CC(=O)NC1CCS(=O)(=O)C1)c1ccc(S(C)(=O)=O)cc1[N+](=O)[O-] (centres undefined)	·	-2.2
O=C(Cc1ccccc1)N1CCCC(c2nc(-c3ccc(S(=O)(=O)N4CCCC4)cc3)no2)C1 (centres undefined)	·	7.9
Cc1cc(C(=O)NCCCN2CCCC2=O)cs1	-14.1	4.4
O=S(=O)(c1cccc(-c2cn3cccnc3n2)c1)N1CCOCC1	22.2	67.0*
O=[N+]([O-])c1ccc(NCCCN2CCOCC2)c(Cl)c1	·	-0.3
CCSc1cnc(-c2ccccc2)n1CC	-15.2	-2.1
Cc1cccc(N(CC(=O)NC2CCCCC2)C(=O)c2ccc(C)s2)c1	·	3.9
O=C(Cn1nc(-c2ccc(Cl)cc2)ccc1=O)NCC1CCCO1 (centres undefined)	-7.7	-11.1
Cc1ccc(-n2c(SCC(=O)N3CCCC3)nc3c(c2=O)SCC3)cc1	9.7	·
O=C(Nc1ccc2c(c1)OCO2)C1CCN(Cc2cnn(-c3ccccc3)c2-n2cccc2)CC1	10.2	-4.4
CCN(Cc1ccccc1)S(=O)(=O)c1ccc(C(=O)Nc2nnc(C3CC3)o2)cc1	4.0	-0.8
O=C(C1CC1c1ccccc1)N1CCOCC1 (centres undefined)	-7.4	164.8
COc1ccccc1CNC(=O)c1ccc(NS(=O)(=O)c2c(C)noc2C)cc1	-10.5	10.8
CCOc1ccc(CC(=O)OCN2C(=O)c3ccccc3C2=O)cc1	·	-12.6
Cc1ccc(OC(=O)c2cccc(C(=O)Oc3ccc(C)cc3)n2)cc1	·	-0.5
CC(Sc1nc(-c2ccccc2)nc2c1COC(C)(C)C2)C(=O)N1CCOCC1 (centres undefined)	·	5.9

Exported with values under each structure: part of the list above.
The line under a structure holds: HIV RNase H inh | RmlCD inh mix
COc1ccccc1CNC(=O)c1ccc(NS(=O)(=O)c2c(C)noc2C)cc1
 : -10.5 | 10.8
CCOc1ccc(CC(=O)OCN2C(=O)c3ccccc3C2=O)cc1
 : · | -12.6
Cc1ccc(OC(=O)c2cccc(C(=O)Oc3ccc(C)cc3)n2)cc1
 : · | -0.5
CC(Sc1nc(-c2ccccc2)nc2c1COC(C)(C)C2)C(=O)N1CCOCC1 (centres undefined)
 : · | 5.9

Next part
SMILES	HIV RNase H inh	RmlCD inh mix
COc1cc2[nH]c(=O)n(CCCCCC(=O)NCCCN3CCCC3=O)c(=O)c2cc1OC	-1.9	-0.6
COc1cccc(-c2noc(C(C)n3nc(C)c([N+](=O)[O-])c3C)n2)c1 (centres undefined)	·	-4.8
O=C(COc1ccccc1)N1CCN(S(=O)(=O)c2cccs2)CC1	-6.7	-9.4
CCOC(=O)CSc1nc2ccccc2n2cnnc12	-15.6	-21.7
CCC(=O)c1ccc(N2CCN(C(=O)Cc3ccccc3)CC2)c(F)c1	-9.6	3.8
CCC(C)NCc1ccc(C(=O)OC)o1 (centres undefined)	·	9.7
CCOC(=O)c1c(-c2ccccc2)csc1NC(=O)c1ccc(N2C(=O)CCC2=O)cc1	·	19.9
Nc1ccccc1C(=O)NCc1ccccc1	·	3.6
O=S(=O)(CCc1nnc(-c2ccccc2)o1)c1ccc2ccccc2c1	-35.9	-8.1
O=C(COc1ccc(Cl)cc1)Nc1nc(-c2ccc(S(=O)(=O)N3CCOCC3)cc2)cs1	·	-5.5
CN1CCN(C(=O)C2=C[C@H](C3CCCCC3)C[C@H](OCc3ccc(CO)cc3)O2)CC1	·	-9.2
CCOC(=O)c1ccc(NC(=S)NCCc2ccccc2)cc1	·	-9.4
O=c1c2ccccc2c(-c2ccc(Cl)cc2)nn1-c1ccccc1	·	-9.7
Cc1ccc(-n2c(O)c(C=Nc3ccc4c(c3)OCO4)c3ccccc3c2=O)cc1C	·	37.0
COc1ccc(NC(=O)c2cccnc2C(=O)O)c(OC)c1	·	-3.0
COCCN1CCN(C(=O)c2ccc3c(c2)S(=O)(=O)c2ccccc2C3=O)CC1	·	9.4
CCN(CC)S(=O)(=O)c1ccc(NC(=O)Cn2cnc3ccccc3c2=O)cc1	0.9	-0.2
CCOC(=O)c1cnc2c(cnn2C)c1NCCC#N	·	-12.1
CN(c1ccc(C(=O)NCc2cccnc2)cc1)S(C)(=O)=O	-4.8	9.3
COCCn1c(C)cc(C(=O)CSc2nncn2-c2ccccc2)c1C	-13.8	2.7
CCO[C@H]1OC(C(=O)N2CCN(Cc3ccc4c(c3)OCO4)CC2)=C[C@@H](C2CC2)[C@@H]1CCCO	·	9.1
Cc1cc(C(=O)Nc2c(C)n(C)n(-c3ccccc3)c2=O)c(C)o1	-4.3	-6.4
CCc1nnc(NC(=O)c2cc(-c3ccccc3)nn2-c2ccccc2)s1	·	-7.1
COC(=O)C1=C(c2ccc(S(C)(=O)=O)cc2)C[C@@H]2CC[C@H]1N2C(=O)NC1CCCCC1	·	7.3
CCCOC(=O)COc1cc(C)cc2oc(=O)c3c(c12)CCC3	-13.6	-16.6
C(=NCCCN1CCOCC1)c1ccc2c(c1)OCO2	-16.1	12.4
S=C1NC2=C(C(c3ccc(Br)cc3)N1)N1CCC2CC1 (centres undefined)	·	12.8
COC(=O)CSc1ccc(-c2nc3ccc(C)cc3[nH]2)cn1	·	-9.9
COc1ccc(C(=O)Oc2ccc3c(c2)OCO3)cc1OC	-12.5	-11.8

From PubChem BioAssay
